# Pf Dd2 inh = Plasmodium falciparum Dd2 growth inhibition | Potency, µM (doses to about 28.9 µM), without a hit: at the top dose activity, negative = inhibition, hits mostly inhibitors | 120,000 compounds, 4.3% hits | P. falciparum Dd2 growth, SYBR Green, 72 h; active = well fitted inhibition curve with a large enough effect; inconclusive = small, poorly fitted or top-dose-only effect; inactive = no such curve, though single readings can be large or run the other way;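 also: plate controls were DMSO vehicle for no effect and reference drug for full effect; nearly all actives have a fitted effect of over 65% in size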
#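 Readout: SYBR Green fluorescence, 485 nm excitation, 535 nm emission, after ~16 h lysis at 37C. Before that, Dd2-infected red cells (2.5% hematocrit) grew 72 h with compound, 29 uM top final concentration.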
# * hit, by the source's call; i = inactive; ? = inconclusive; [ ] = another dose, or the depositor's remark. Potency is read from the fitted curve at half-maximal effect. Some of the compounds tested; rates above refer to the full screens.
SMILES,Pf Dd2 inh
Cc1cccc(NC(=O)C2CCCN2S(=O)(=O)c2ccc3nc(-c4ccccc4)[nH]c3c2)c1 (stereo not given),-27.6%
CCCNC(=O)Cn1c(=O)n(CC2CCC(C(=O)NC)CC2)c(=O)c2sccc21 (stereo not given),i[5.79 µM]
COC[C@@H]1CN(Cc2cnn(C(C)C)c2)C[C@H]1C(=O)NC1CC1,-3.9%
Cc1cccc(C)c1-c1nc(C(=O)NCc2ccc(F)cc2)n2ccccc12,?
CC(C)c1ccc(Nc2cc(C(=O)NCCCN(C)Cc3ccccc3)c3ccccc3n2)cc1,?
O=C(NCc1ccccc1)C1CCCN(S(=O)(=O)c2cccc3nsnc23)C1 (stereo not given),?
S=C(NC1CCCCC1)N[C@H]1CO[C@H]2[C@@H]1OC[C@@H]2n1nnnc1Oc1ccc2c(c1)OCO2,i
CNCC(=O)N1CCCC(c2cc(N3CCOCC3)nc(C)n2)C1 (stereo not given),3.4%
O=C1CCN(Cc2cccc(F)c2)CCCC(CO)CCN1 (stereo not given),?
CCC(CC)c1cc([C@H]2CN3CC[C@H]2C[C@@H]3CNC(C)=O)nc(-c2ccncc2)n1,2µM*
O=C1CCN(S(=O)(=O)c2ccccc2)CCCN(C(=O)C2COc3ccccc3O2)CCN1 (stereo not given),-5.9%
COc1ccc(-c2ccc3nnc(CNC(=O)CCc4ccccc4)n3n2)cc1,i
CCc1nc2c(c(-c3ccc(O)cc3)n1)CN(Cc1ccc(C(F)(F)F)cc1)CC2,?
CCc1ccc(NC(=O)c2sc(-n3nc(C)c(Cc4ccc5c(c4)OCO5)c3C)nc2C)cc1,i
Cc1cc(C(=O)NC2CC(c3cc(=O)[nH]cn3)C2)cc(S(N)(=O)=O)c1C (stereo not given),-1.3%
Cc1ccc(S(=O)(=O)Cc2noc([C@@H]3C[C@@H](O)CN3C(C)C)n2)cc1,-0.1%[44.1 µM]
COc1cccc(-c2cc3c(ccn3C)c(C(=O)NCCc3cnc[nH]3)n2)c1OC,?
COCC(=O)N[C@@H]1CN(Cc2ccc(C#N)cc2)CC[C@@H]1c1nc(C)no1,24.9%[5.79 µM]
CCc1ccccc1Nc1nn2c(=O)c3ccc(C(=O)NC(C)c4ccccc4)cc3nc2s1 (stereo not given),1µM*
Cc1ccccc1CNC(=O)c1ccc2c(c1)C(O)CCCCCN2C (stereo not given),?
CCCCCNC(=O)c1ccc2c(=O)n(CCc3ccccc3)c(=O)[nH]c2c1,-7.6%
O=C(NC1CCN(c2cc(-c3cccs3)[nH]n2)C1)c1ccccc1Cl (stereo not given),i
Cc1cncn1CCc1nc2c3ccccc3nc(SCC(=O)Nc3ccc(F)cc3)n2n1,?
COc1ccc(C(=O)NCCn2cccc2-c2nc(-c3ccccc3)no2)cc1,i
CCCOCCc1nc2c([nH]1)CC(C)(C)CNC2=O,-4.7%
# The results go on:
SMILES,Pf Dd2 inh
Cc1noc2c(NC3CCOCC3)cc(-c3ccccn3)nc12,i
COc1ccc(-c2noc(Cn3c(=O)c4ccccc4n(CC(=O)Nc4cccc(OC)c4)c3=O)n2)cc1,?
Cc1nnc2ccc(N3CCOCC3)nn12,13.0%
Cc1nc2ccc(S(=O)(=O)N(C)CC(=O)Nc3ccc(C(C)C)cc3)cc2s1,25.8%
NC(=O)[C@H](Cc1ccc(O)cc1)NC(=O)C1=C[C@@H](NS(=O)(=O)c2cccs2)[C@@H](O)[C@H](O)C1,9.2%
CCc1noc(-c2cn(C3CCN(C(=O)c4cccc(C#N)c4)CC3)nn2)n1,-21.3%
O=C(CN1C(=O)CC(c2ccco2)Sc2ccccc21)Nc1cccc(C(F)(F)F)c1 (stereo not given),i
CCOC(=O)c1[nH]c(C)c(CCC(=O)Nc2ccc(C(C)=O)cc2)c1C,-24.0%
Cc1noc(-c2ccn3c(CNC(=O)CCC4CCCC4)nnc3c2)n1,-18.9%
COc1cc(OC)cc(C(=O)Nc2ccc3c(c2)N(C2CCCC2)C(=O)c2ccccc2S3)c1,?
CCN(CCCNC(=O)c1cc(Nc2ccc(OC)cc2)nc2ccccc12)c1cccc(C)c1,?
COC1C(=O)N(C2CCN(C(=O)Cc3cccnc3)CC2)C12CCOCC2 (stereo not given),11.8%
CCOC(=O)c1c(C)[nH]c(C)c1S(=O)(=O)NCC(=O)Nc1ccc(C)cc1C,3.0%
CC(C)N1C(=O)C2(CCCCC2)C1C(=O)N1CCCCC1 (stereo not given),10.6%
COc1ccc(OC)c(NC(=O)c2cn(CC(C)C)c(=O)c3cc(OC)c(OC)cc23)c1,?
CCn1c(CO)nnc1C1CC(NC(=O)CCCc2ccc(F)cc2)C1 (stereo not given),-6.8%
CNC(=O)c1cccc(NC(=O)c2nc(C(O)c3ccccc3F)oc2C)c1 (stereo not given),-6.7%[44.1 µM]
Cc1ccccc1CC(=O)N1CCC(n2cc(-c3nc(-c4ccccc4)no3)nn2)CC1,?
Cc1ccc(S(=O)(=O)Nc2ccc3c(c2)CN(CCc2ccc(F)cc2)C(=O)C(C)O3)cc1F (stereo not given),i
CN1C(=O)c2cccn2CC1C(=O)N1CCCCC1 (stereo not given),-23.3%
CSCC(=O)N(Cc1ccncc1)C1CCN(C)CC1,7.9%
COc1ccccc1Cn1c(-c2ccccc2)nc(C)c(CCO)c1=O,?
CC(C)C(=O)N1CCCC2(Cc3ccccc3CN2[S+](=O)([O-])c2ccccc2)C1 (stereo not given),-19.1%
CC1CCC(NC(=O)c2noc(-c3ccc(C#N)cc3)n2)CC1 (stereo not given),-23.0%
O=C(NCc1ccccn1)C1CCN(C(=O)N2CC3CC(C2)[C@H]2CCCC(=O)N2C3)CC1 (stereo not given in full),-24.9%
# The list goes on.
SMILES,Pf Dd2 inh
Cc1ccc(NC(=O)CN2C(=O)COc3ccc(S(=O)(=O)N4CCCCCC4)cc32)c(C)c1,4.2%
Cn1cc(-c2cnc3[nH]cc(CC(=O)Nc4ccc(C(F)(F)F)cc4)c3c2)cn1,?
OCc1cccc(-c2cc(C3=CCOCC3)c3cncn3c2)c1,-13.5%[44.1 µM]
CCOc1cc(CNC(=O)CCCn2c(=O)c3cccn3c3cccnc32)cc(OCC)c1OCC,6.4%
CCC1(CO)CCCN(CCCOc2ccc(C(N)=O)cc2)C1 (stereo not given),-7.3%
O=C(NCC1CCOCC1)C1CC(=O)N(c2n[nH]c3cc(Br)ccc23)C1 (stereo not given),-8.5%
O=C(CN1C(=O)COc2ccc(C(=O)COc3cccc(F)c3)cc21)NCc1ccc(F)cc1,-16.2%
Cc1noc(C)c1CC(=O)N1CCCN(C)c2ccccc21,-1.9%
COc1ccc(CNC[C@H]2Cn3c(-c4ccc(Cl)cc4)cnc3CO2)cn1,?
O=C(NCCC1CCN(C(=O)Nc2cccc(F)c2)CC1)c1ccco1,i
CN1c2cc(C(=O)N3CCc4ccccc4C3)ccc2C(=O)N2CCCC21 (stereo not given),i
CCN(CC)C(=O)Cn1ncc2c([nH]c3ccccc32)c1=O,i
Cc1cccc(N(CC(=O)NCCSc2ccc(Cl)cc2)S(C)(=O)=O)c1C,13.8%
COc1ccccc1CC(=O)N1CCCc2ncc(C(=O)Nc3ccc(OC)c(OC)c3)cc21,-33.9%
CCc1ccc(OC(C)C(=O)Nc2c(C(=O)c3ccccc3)oc3ccccc23)cc1 (stereo not given),?
O=C(Cc1ccccc1)NCC1CN(C(=O)Cc2cccc(Oc3ccccc3)c2)CC12CN(c1ccccc1)C2 (stereo not given),-13.5%
O=C(CSCc1ccc(F)cc1)NCc1ccc(F)cc1,17.0%
Cc1cccc(C(=O)NCC2Cn3cccc3C(=O)N2Cc2ccccc2)c1 (stereo not given),-40.9%
COc1ccc(-c2c(C)nn3c(-c4ccccc4)cc(-c4ccccc4)nc23)cc1OC,-16.5%
Cc1cc(=O)n(CC(=O)NC(C)CCc2ccccc2)c(N2CCc3ccccc3C2)n1 (stereo not given),-16.2%
Cc1ccccc1-c1nc(SCC(=O)NCC2CCCO2)c2c(=O)n(C)c(=O)n(C)c2n1 (stereo not given),19.2%
O=C(c1ccoc1)N1CCC2(CC1)CN(Cc1ccccc1)CC2CO (stereo not given),i
O=C(c1ccc2[nH]ccc2c1)N1CCC2(CC1)Nc1ccccc1NC2=O,-7.2%
CC(=O)Nc1ccc(CN2C(=O)OC3(CCN(C(=O)c4cccc(C#N)c4)CC3)C2(C)c2ccccc2)cc1 (stereo not given),-18.1%
COc1ccc(C(=O)N2CCC(N3C(=O)CCC3C(=O)NCc3ccccc3)CC2)cc1 (stereo not given),-9.3%
# More results follow:
SMILES,Pf Dd2 inh
Cc1cccc(N2CCN(C(=O)C3CCCN(C(=O)c4cccnc4)CCC(=O)NCC3)CC2)c1 (stereo not given),5.6%
O[C@H]1[C@H](NCc2ccccc2)[C@H]2CO[C@H](O2)[C@@H]1N1CCC(Cc2ccccc2)CC1,?
COc1ccc(CCNc2nc(SCc3cccc(F)c3)nc3ccccc23)cc1OC,-18.1%
COCCNC(=O)[C@H]1CN2CCC1C[C@@H]2Cn1cc(COC)nn1 (stereo not given in full),-8.4%[44.1 µM]
Cc1nc([C@H]2CCN(Cc3ccc(C)c(C)c3)C[C@H]2NC(=O)C2CC2)n[nH]1,?
COc1ccc(NC(=O)CSc2nc(-c3ccccc3)[nH]c2-c2ccccc2)cc1OC,?
CCn1c(=O)n(-c2ccc(C)c(F)c2)c(=O)c2sc3ccccc3c21,-14.3%
COc1ccc2c(c1)Cc1sc(NC(=O)c3cccc(Cl)c3)nc1-2,?
Cc1nn2c(c1-c1ccccc1OCc1ccccc1)N(Cc1nccn1C)CCC2,i
CCn1ncc(N2CCC(NC(=O)c3cccs3)CC2)cc1=O,-8.2%
O=C(Cc1cccc(Cl)c1)N1CC(c2nc(Cc3ccccc3)no2)C1,-11.0%
O=C(Cn1nc2c(cc1=O)CCCCC2)Nc1nnc(C2CCCO2)s1 (stereo not given),-9.2%
O=C(c1ccc(Cl)cc1)N1CCC2(CC1)COc1ccccc1[S+](=O)([O-])N2,6.5%
Cc1ccc(CN2CCC3(CC2)Cc2ccccc2CNC3=O)cc1C,?
COc1cccc(N2CCN(C(=O)c3cc4c(=O)n(Cc5cccs5)ccc4nc3C)CC2)c1,?
COc1ccc(C2Cn3cnc(C(=O)N4CCC(C(=O)NCc5ccc(F)cc5)CC4)c3CO2)cc1 (stereo not given),8.3%
CCN(C(=O)CSc1nnc(-c2ccc(Cl)cc2)o1)c1ccccc1,5.2%
Cc1ccc(C(=O)NCc2nnc3cc(-c4nc(C(C)C)no4)ccn23)cc1F,-11.1%
CN(CCC1CCCCO1)C(=O)c1coc(COc2cccc(F)c2)n1 (stereo not given),-10.0%
CCOC(=O)C1(Cc2cccc(OC)c2)CCCNC1 (stereo not given),11.2µM*
CCc1ccc(-n2c(-c3ccccc3)c(C)n3c4c(=O)n(C)c(=O)n(C)c4nc23)cc1,8.9%
COc1cncc(-c2cn(C)c(=O)n3cc(CNc4ccccc4)nc23)c1,i
CCOc1ccc(CN(CCOC)C(=O)C2CCCN(C(N)=O)C2)cc1 (stereo not given),-26.0%
COc1cc(OC)c(NC(=O)Nc2ccc3c(c2)N(C)C(=O)c2ccccc2S3)cc1Cl,?
CC(C)CNC[C@H]1O[C@H](Cc2cc(CN3CCOCC3)on2)CC[C@@H]1O,1.5%[44.1 µM]
# The listing continues:
SMILES,Pf Dd2 inh
O=C(C[C@@H]1CCNC[C@@H]1Cc1cc(CC2CCCCC2)on1)NCc1ccccc1,?
O=C(Nc1cccc(F)c1)N1CCC(O)(c2csc(CN3CCc4ccccc4C3)n2)CC1,-2.6%
O=C1COc2ccc(-c3ccsc3)nc2CN1Cc1ccccc1F,-12.5%[44.1 µM]
COc1cc(OC)c(NC(=O)c2cnn(-c3cccc(Cl)c3C)c2C2CCN(C(=O)OC(C)(C)C)CC2)cc1Cl,3.55µM*
Cc1cccc(N(C)S(=O)(=O)c2nnc(NC(=O)C3CCCCC3)s2)c1,-18.3%
Cc1ccc(NC(=O)c2ccc(NC(=O)N3CCSc4ncccc43)cc2)c(Cl)c1,6.6%
COc1ccc2c(c1)c1c(c(=O)n(-c3ccccc3)c(=O)n1CC(=O)Nc1ccc(F)cc1)n2C,-9.7%
COc1cc(Cl)ccc1OCc1nc2c(n1Cc1ccccc1)C(=O)N(CC1CCOCC1)CCN2,-23.0%
C[S+](=O)([O-])c1cccc(-c2ncc3c(n2)OCCN(Cc2ccccc2)C3=O)c1,?
CC(C)NC(=O)Cn1c(=O)nc(-c2ccccc2)c2ccccc21,22.4%
